Compound activity from PubChem BioAssay.
pAkt inh: inhibitors of Akt phosphorylation | 360,000 compounds, 0.32% hits | AID 651550 | activity change, % for hits at 50 µM | Neuro2A IGF-stimulated pAkt S473 HTRF, 20 min; hits give low values; in the data active = activity change below about -80%; inconclusive = mostly about -51% to -80%; also: % is scaled to controls: 0 for no effect and ±100 for the full control effect
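Single-point screen (50 µM final compound) in Neuro2A cells stimulated 20 min with 6 nM IGF at 37 deg C. After lysis, Ser473-phosphorylated Akt read by HTRF (ex 330 nm, em 615/665 nm) as the 665/615 ratio.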
Abeta yeast res: A-beta toxicity reversal in yeast | 410,000 compounds, 0.063% hits | yeast expressing A-beta42, growth rescue, OD600, 48 h; response scale: 0% DMSO, 100% iron-clioquinol control | Potency, µM (top dose mostly 46.1 µM), inactives show top-dose growth rescue, usual class: activators | AID 1347071; also: potency is read from the fitted curve at half-maximal effect; nearly all actives have a fitted effect of over 55% in size
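Yeast A-beta toxicity model in growth medium with pinned compounds, 48 h at 30 C; growth read as absorbance at 600 nm. Normalized to FeCl3/clioquinol equimolar mix (positive) and DMSO (negative).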
A549 tox: counter-screen for Nrf2 inhibitors: cytotoxicity in A549 cells; A549 ARE-Fluc cells, CellTiter-Fluor viability, 18-24 h; Potency, µM (top dose mostly 46 µM), inactives show at the highest dose activity change, negative = cytotoxicity, actives largely listed as inhibitors; 390,000 compounds, 0.16% hits; AID 504648; also: potency is read from the fitted curve at half-maximal effect; % is scaled to controls: 0 for no effect and ±100 for the full control effect
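Cytotoxicity counterscreen: CellTiter-Fluor fluorescence was measured in A549 ARE_Fluc cells after 18-24 h of compound exposure in a concentration series. The subsequent BugLite luminescent read reports ARE-luciferase activity.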
Nrf2 inh: inhibitors of Nrf2 signaling. 360,000 compounds, 2.1% hits. A549 ARE-Fluc reporter, luciferase luminescence, 18-24 h. Potency, µM (doses to about 46 µM), for the others: top-dose activity change, negative = inhibition, usual class: inhibitors; also: potency is read from the fitted curve at half-maximal effect; % is scaled to controls: 0 for no effect and ±100 for the full control effect; nearly all actives have a fitted effect of over 60% in size
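Nrf2 activity is the BugLite luminescence, read 15 min after reagent at room temperature, following CellTiter-Fluor cytotoxicity readout (30 min, 37C). Compound titrations were applied for 18-24 h to 5000 A549 ARE_Fluc cells/well in 5% FBS OPTI-MEM.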
Nrf2 activator: activators of Nrf2 (ARE) signaling; Potency, µM (highest dose often 46.1 µM), inactives show at the top dose activation, most hits filed as activators; AREc32 ARE-luciferase reporter (MCF7-derived line), luminescence, 24 h; 410,000 compounds, 0.31% hits; AID 624171; also: potency is read from the fitted curve at half-maximal effect; % of control where 0% means no effect; nearly all actives have a fitted effect of over 65% in size
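Quantitative high-throughput format: AREc32 reporter cells, 1000 per well, received compound by pin transfer and were incubated 24 hr at 37 deg C, 5% CO2, before Steady-Glo luminescence detection.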
HepG2 tox: HepG2 cytotoxicity, counter-screen for TGF-b inhibitors. HepG2 CAGA-GFP viability, ATP luminescence, 18 h. Potency, µM (top dose mostly 46.1 µM), without a hit: at the highest dose activity change, negative = cytotoxicity, actives largely listed as cytotoxic. 410,000 compounds, 0.76% hits. AID 588856; also: potency is read from the fitted curve at half-maximal effect; some results filed as inactive show a strong effect at the top dose
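CellTiter-Glo luminescence gave cytotoxicity after 18 hours at 37 degrees C. The cells were HepG2 CAGA-GFP in 1% FBS DMEM, stimulated with 500 pg/mL TGF-beta after compound addition. %Activity was normalised to no-cell wells (complete cell-killing) and DMSO (no toxicity), and curves were fitted and classified.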
CCT chaperon mod: changes cytosolic chaperonin activity. activity change, % (concentration not given with the values), hits read low. AID 651819. purified chaperonin ATPase assay, HTRF ADP detection, 30 min. 360,000 compounds, 0.3% hits; in the data active = activity change below about -30%; also: % is scaled to controls: 0 for no effect and ±100 for the full control effect
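Enzyme 40 or 20 nM (batch-dependent) in Tris pH 7.4/KCl/MgCl2/DTT; cpd 76 uM single point; ATP 10 uM; 30 min 37 °C; Transcreener ADP HTRF detection, 30 min RT; ratio 665/615.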
TGFb SMAD3 inh: TGF-b pathway inhibition; HepG2 CAGA-GFP TGF-b/SMAD3 reporter, GFP fluorescence, 18 h; TGF-beta stimulated, 500 pg/mL final; Potency, µM (titrated, usually from 46.1 µM), without a hit: at the highest dose activity, negative = inhibition, most hits filed as inhibitors; 410,000 compounds, 1.2% hits; also: potency is read from the fitted curve at half-maximal effect; % is scaled to controls: 0 for no effect and ±100 for the full control effect; nearly all actives have a fitted effect of over 65% in size
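Inhibition of TGF-beta-driven CAGA-GFP reporter expression in HEPG2 cells is measured by cellular GFP fluorescence after 18 h stimulation with 500 pg/mL recombinant TGF-beta in 1% FBS medium at 37 degrees C.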
MmCpn inh: M. maripaludis TRiC chaperonin inhibition | purified Mm-Cpn ATPase, ADP Transcreener TR-FRET | Potency, µM (highest dose often 76.9 µM), for the others: top-dose activity, negative = inhibition, actives largely listed as inhibitors | 330,000 compounds, 0.031% hits | AID 504842; also: potency is read from the fitted curve at half-maximal effect; % is scaled to controls: 0 for no effect and ±100 for the full control effect; nearly all actives have a fitted effect of over 80% in size
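Eu-cryptate anti-ADP/ADP-d2 competition gives a ratio inversely related to ADP. Enzyme at 25 nM was pre-exposed to compound for 10 min, then given 10 uM ATP for 30 min, 37°C throughout.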
The depositor's hits bear a star; i = inactive; ? = inconclusive; . = no result given. Unless noted, calls follow the shape of the dose curve; as a rule, active = well fitted curve in the direction sought with a large enough effect; inconclusive = small, poorly fitted or top-dose-only effect, or another doubt; inactive = no such curve, though single readings can be large; an effect the other way counts as inactive or inconclusive.

compound	pAkt inh	Abeta yeast res	A549 tox	Nrf2 inh	Nrf2 activator	HepG2 tox	CCT chaperon mod	TGFb SMAD3 inh	MmCpn inh
Cc1nn(CC(=O)Nc2ccncc2)c(C)c1[N+](=O)[O-]	i	-13%	3%	0%	0.2%	-13%	-2.9	7%	-1%
CC(C)c1ccc(NC(=O)NN2CCOCC2)cc1	i	-8%	20%	?	-0.5%	-18%	-0.4	-13%	2%
C=CCNc1nc(NCCN2CCOCC2)nc(N2CCOCC2)n1	i	8%	2%	1%	-0.2%	-1%	-2.9	0%	0%
O=C(Nc1ccccc1)C1CCCN1C(=O)NCc1ccccc1 (stereo not given)	i	-16%	-3%	-3%	-0.3%	-14%	1.3	9%	-1%
Cc1ccc(C)c(N2CCN(S(=O)(=O)c3cc4c(cc3C)NC(=O)CO4)CC2)c1	i	-1%	-7%	-17%	0.5%	1%	-4.9	-11%	0%
CCN(C(=O)COC(=O)c1cncc(Br)c1)C1CCS(=O)(=O)C1 (stereo not given)	i	-5%	-2%	5%	0.0%	3%	-0.9	7%	-6%
CC(=O)OC1C=CN(C(C)=O)C(SC(C)(C)C)C1(C)O (stereo not given)	i	-9%	.	.	-0.5%	14%	-1.4	8%	.
O=C(CN1CCN(Cc2ccccc2)CC1)NC(=O)NCc1ccco1	i	-11%	-6%	?	-0.4%	6%	-0.6	-7%	-1%
CC(=O)c1cccc(OC(=O)Oc2cccc(C(C)=O)c2)c1	i	9%	13%	4%	0.0%	-4%	-2.9	-5%	.
O=C(CSc1ncccn1)N1CCN(Cc2ccccc2)CC1	i	20%	2%	-3%	0.2%	8%	-0.4	-18%	-3%
CN1CCN(C=NC2=NN(c3cccc(C(F)(F)F)c3)CC2)CC1	i	-9%	3%	-11%	2.8%	-8%	-1.2	-11%	-4%
COC(=O)c1ccccc1NC(=O)CSc1nnc(C(CO)NC(=O)c2ccccc2Cl)n1C (stereo not given)	i	-22%	3%	9%	-0.7%	0%	-1.0	-20%	0%
O=C(O)C1CCN(C(=O)CSc2nc3ccccc3c(=O)n2-c2ccc(Cl)cc2)CC1	i	10%	-4%	-9%	-1.9%	3%	1.5	22%	0%
FC(F)(F)c1ccc(CSc2nccn2-c2ccccc2)cc1	i	-1%	0%	-5%	0.1%	0%	0.6	23%	-2%
CCCn1c(SCC(O)c2ccccc2)nc2ccccc21 (stereo not given)	.	15%	4%	10%	0.9%	-12%	.	?	.
S=C(NCCc1ccccc1)N1CCn2cccc2C1c1ccncc1 (stereo not given)	i	9%	-2%	-28%	11%	0%	-2.1	2%	-4%
CC(Oc1ccc(Cl)cc1)C(=O)Nc1ccccc1C(=O)N1CCOCC1 (stereo not given)	i	-7%	0%	-7%	-0.2%	11%	-0.5	7%	1%
CCCCn1c(=N)n(CC(O)c2ccccc2)c2ccccc21 (stereo not given)	i	-3%	-28%	-15%	-0.5%	-17%	-3.5	4%	-1%
CN=C(Nc1cccnc1)c1cccc(C(F)(F)F)c1	i	-7%	-1%	-3%	2.5%	-3%	0.5	0%	0%
O=C(OCC(=O)N(C1CCCCC1)C1CCCCC1)c1ccccc1O	i	-10%	2%	-9%	-0.1%	9%	0.2	-2%	1%
Cc1nc2ccccn2c1C(=O)N/N=C/c1ccc(CNC(=O)C(=O)Nc2ccccc2)o1	i	6%	4%	-5%	0.4%	-28%	-0.7	-21%	2%
CCC1(c2ccc(F)cc2)NC(=O)N(CC(=O)Nc2ccc3c(c2)OCCO3)C1=O (stereo not given)	i	8%	1%	-4%	0.2%	-2%	-0.6	0%	1%
N=c1n(CC(=O)c2ccc([N+](=O)[O-])cc2)c2ccccc2n1Cc1ccccc1	i	-2%	-4%	-19%	-0.7%	-27%	-1.5	-1%	-1%
CCc1cc(=O)oc2cc3oc(C)c(C)c3cc12	i	1%	5%	9%	-0.3%	-5%	0.8	?	0%
COCCSc1nnc(NC(=O)CCS(=O)(=O)Cc2ccccc2)s1	i	-2%	1%	-18%	?	-17%	0.6	-25%	0%
CN(CCCn1ccc(NC(=O)OCc2ccccc2)nc1=O)Cc1ccco1	i	-3%	.	.	0.2%	-15%	-2.8	-4%	.
CCOc1ccccc1C(=O)NCCCCNC(=O)c1ccccc1OCC	i	9%	-5%	?	0.1%	12%	-0.8	-9%	.
Cc1ccc(Cl)cc1NC(=O)Nn1cnnc1	i	7%	0%	-4%	0.1%	3%	-2.5	0%	-3%
COC(=O)c1nc[nH]c1[N+](=O)[O-]	i	-2%	4%	3%	-0.3%	5%	0.0	13%	.
COc1ccc(C(CNS(=O)(=O)c2cccc(F)c2)N2CCCC2)cc1 (stereo not given)	i	16%	4%	5%	-0.5%	29%	-6.5	0%	-3%

compound	pAkt inh	Abeta yeast res	A549 tox	Nrf2 inh	Nrf2 activator	HepG2 tox	CCT chaperon mod	TGFb SMAD3 inh	MmCpn inh
C=CCn1c(=O)c(C(=O)Nc2ccccc2C)c(O)c2ccccc21	i	-13%	1%	?	12%	-3%	-2.0	31%	-1%
Clc1ccc(CON/C=N/c2ncnc3sccc23)c(Cl)c1	i	-9%	-19%	?	3.2%	2%	-1.3	10%	3%
Cc1ccc(CNC(=O)CSc2nc(=O)n3ccccc3n2)cc1	i	6%	-1%	2%	0.2%	0%	-5.4	-23%	-1%
O=C(Nc1ccc(Cl)c(Cl)c1)N(CCCN1CCOCC1)Cc1cccnc1	i	2%	4%	1%	0.2%	12%	0.8	4%	-2%
CC1(C)OC(=O)C2=C(C[C@@H](C3CCCCC3)O[C@@H]2c2ccc(Cl)cc2)O1	i	-23%	.	.	-0.7%	.	1.2	.	.
COc1cccc(CN2C(=O)c3ccccc3Sc3ccc(C(=O)NCc4ccccc4)cc32)c1	.	-1%	4%	-11%	0.4%	-5%	.	0%	.
Cc1ccc(NC(=O)c2ccc(F)cc2)nc1	i	-6%	-14%	5%	0.9%	-13%	0.4	-5%	-3%
COCCNc1cc(C)nc2c3c(C)cc(C)nc3nn12	i	20%	6%	3%	1.8%	3%	-0.3	-14%	-6%
Cc1ccc(-c2c[n+](CC(=O)c3cccs3)c3n2CCC3)cc1	i	8%	-11%	10%	0.0%	8%	0.3	?	-2%
NC(=O)NN=C(C1CC1)C1CC1	i	-6%	-4%	1%	0.0%	-1%	-1.0	0%	.
COCCNC(=O)C(c1ccc(F)cc1)N(C(=O)CCC(=O)Nc1ccccn1)c1ccc(C)cc1 (stereo not given)	i	5%	-4%	7%	0.1%	1%	-2.2	1%	0%
CCN(CC(=O)NCC1CCCO1)S(=O)(=O)c1ccc(Cl)cc1 (stereo not given)	i	7%	4%	0%	0.0%	-38%	-1.0	-7%	-6%
COc1ccc(C(C)=NNC(=O)c2cccc(S(=O)(=O)N3CCCC3)c2)cc1	i	10%	-5%	-5%	2.1%	-3%	-0.5	-7%	0%
Cc1ccc(C)c(NC(=O)C2CCCN2S(=O)(=O)c2ccc3c(c2)CCCC(=O)N3)c1 (stereo not given)	.	-11%	15%	?	4.9%	-10%	.	-14%	.

Retrieved by structure from the entries so far, 2 records:
compound	pAkt inh	Abeta yeast res	A549 tox	Nrf2 inh	Nrf2 activator	HepG2 tox	CCT chaperon mod	TGFb SMAD3 inh	MmCpn inh
Cc1ccc(-c2c[n+](CC(=O)c3cccs3)c3n2CCC3)cc1	i	8%	-11%	10%	0.0%	8%	0.3	?	-2%
CCN(CC(=O)NCC1CCCO1)S(=O)(=O)c1ccc(Cl)cc1 (stereo not given)	i	7%	4%	0%	0.0%	-38%	-1.0	-7%	-6%

A different layout for part of the listing above.
CC1(C)OC(=O)C2=C(C[C@@H](C3CCCCC3)O[C@@H]2c2ccc(Cl)cc2)O1
  pAkt inh: i | Abeta yeast res: -23% | A549 tox: . | Nrf2 inh: . | Nrf2 activator: -0.7% | HepG2 tox: . | CCT chaperon mod: 1.2 | TGFb SMAD3 inh: . | MmCpn inh: .

COCCNc1cc(C)nc2c3c(C)cc(C)nc3nn12
  pAkt inh: i | Abeta yeast res: 20% | A549 tox: 6% | Nrf2 inh: 3% | Nrf2 activator: 1.8% | HepG2 tox: 3% | CCT chaperon mod: -0.3 | TGFb SMAD3 inh: -14% | MmCpn inh: -6%

Cc1ccc(CNC(=O)CSc2nc(=O)n3ccccc3n2)cc1
  pAkt inh: i | Abeta yeast res: 6% | A549 tox: -1% | Nrf2 inh: 2% | Nrf2 activator: 0.2% | HepG2 tox: 0% | CCT chaperon mod: -5.4 | TGFb SMAD3 inh: -23% | MmCpn inh: -1%

CCN(CC(=O)NCC1CCCO1)S(=O)(=O)c1ccc(Cl)cc1 (stereo not given)
  pAkt inh: i | Abeta yeast res: 7% | A549 tox: 4% | Nrf2 inh: 0% | Nrf2 activator: 0.0% | HepG2 tox: -38% | CCT chaperon mod: -1.0 | TGFb SMAD3 inh: -7% | MmCpn inh: -6%

One compound at a time, as listed above. Values in the order: pAkt inh | Abeta yeast res | A549 tox | Nrf2 inh | Nrf2 activator | HepG2 tox | CCT chaperon mod | TGFb SMAD3 inh | MmCpn inh
Record of `CC1(C)OC(=O)C2=C(C[C@@H](C3CCCCC3)O[C@@H]2c2ccc(Cl)cc2)O1` → i | -23% | . | . | -0.7% | . | 1.2 | . | .
Record of `Cc1ccc(CNC(=O)CSc2nc(=O)n3ccccc3n2)cc1` → i | 6% | -1% | 2% | 0.2% | 0% | -5.4 | -23% | -1%
